# VIM-2 inhibitor = blocks Pseudomonas aeruginosa VIM-2 metallo-beta-lactamase | inhibition, % at 5.6 µM | 0.89% of 290,000 active | purified VIM-2, nitrocefin hydrolysis, epi-absorbance fluorescence;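 active = inhibition above the mean of all tested compounds plus 3 SD, cutoff set per screening run, cut at about 7.5% in these data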;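 also: red hydrolysis product quenches plate fluorescence so inhibitors raise well fluorescence; 0% = enzyme with DMSO and 100% = DMSO without enzyme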
# pCIP destab = compounds decreasing mouse p/CIP protein stability | decrease of EGFP signal, % at 10 µM | 0.01% of 290,000 active | F442A p/CIP-EGFP cells, EGFP fluorescence, 16 h | Q05BA5 | AID 1984;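 active = EGFP signal decrease of at least 30% at 10 µM or well 3 SD below plate mean, unless failing retest; inactive = the rest, including hits failing retest or dose response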; also: some compounds called inactive have numbers as strong as hits; many of its hits are not listed in these tables
# GalR3 antagonist = antagonists of human GalR3; HEK293 GalR3-CNG cAMP membrane potential fluorescence; galR3 body fused to GalR1 C-terminus; O60755; 0.44% of 360,000 active; inhibition, % at 3 µM;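 active = inhibition above the screen-wide average plus 3 SD, cut at about 13% in these data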;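 also: forskolin and galanin both at EC90 stimulate the cells; cAMP rise reported by CNG channel membrane potential dye signal; 0% = forskolin plus galanin with DMSO and 100% = forskolin alone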
# IDE act = activators of human insulin-degrading enzyme in cells; HEK cells, FAbeta-B cleavage, fluorescence polarization; 0% vehicle, 100% cell-free pure enzyme wells; 0.073% of 340,000 active; P14735; activation, % at 5.96 µM;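 active = activation above the mean of all tested compounds plus 3 SD, set per screening campaign, cut at about 17% in these data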
# Target sequence (P14735 whole entry, looked up): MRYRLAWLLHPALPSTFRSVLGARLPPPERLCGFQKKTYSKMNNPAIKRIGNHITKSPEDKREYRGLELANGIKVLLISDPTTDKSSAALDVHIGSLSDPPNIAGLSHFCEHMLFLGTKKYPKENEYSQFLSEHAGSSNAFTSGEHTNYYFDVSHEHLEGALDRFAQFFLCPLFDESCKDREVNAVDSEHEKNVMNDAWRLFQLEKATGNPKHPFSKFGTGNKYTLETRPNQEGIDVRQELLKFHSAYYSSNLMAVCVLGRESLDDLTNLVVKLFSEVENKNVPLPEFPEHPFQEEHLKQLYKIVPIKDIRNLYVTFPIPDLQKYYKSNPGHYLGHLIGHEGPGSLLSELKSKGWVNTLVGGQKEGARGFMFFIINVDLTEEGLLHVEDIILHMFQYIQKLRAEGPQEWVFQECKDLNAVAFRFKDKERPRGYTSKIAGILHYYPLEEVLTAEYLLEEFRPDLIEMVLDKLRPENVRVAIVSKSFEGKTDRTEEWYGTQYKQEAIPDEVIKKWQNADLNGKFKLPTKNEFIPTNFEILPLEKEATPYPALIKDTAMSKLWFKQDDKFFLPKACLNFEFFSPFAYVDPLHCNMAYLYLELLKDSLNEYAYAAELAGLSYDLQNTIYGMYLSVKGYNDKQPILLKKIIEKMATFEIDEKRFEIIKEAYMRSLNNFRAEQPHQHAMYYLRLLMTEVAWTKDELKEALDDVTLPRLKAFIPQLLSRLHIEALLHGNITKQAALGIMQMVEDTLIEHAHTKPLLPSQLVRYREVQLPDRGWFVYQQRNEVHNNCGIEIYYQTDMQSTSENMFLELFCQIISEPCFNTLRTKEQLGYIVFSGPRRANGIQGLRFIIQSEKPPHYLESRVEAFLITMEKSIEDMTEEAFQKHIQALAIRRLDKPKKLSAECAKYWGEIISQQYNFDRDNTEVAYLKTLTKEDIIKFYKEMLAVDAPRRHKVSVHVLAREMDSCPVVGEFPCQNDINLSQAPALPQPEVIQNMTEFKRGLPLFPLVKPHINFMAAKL
# SUMO HTRF inh = blocks human SUMOylation mediated by UBC9. P63279. HTRF SUMOylation assay, SAE1/SAE2 + UBC9, in vitro. inhibition, % at 35 µM. 0.36% of 290,000 active; in the data active = inhibition above about 50%, passing the limit was not always enough; also: strong numbers were not always called active
# CRFBP-R2 block = blocks CRF-induced signaling of the CRF-BP/CRF-R2 complex. HEK293 CRF-R2/CRF-BP, CRF-induced calcium fluorescence. inhibition, % at 11.8 µM. 0.59% of 350,000 active;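 active = inhibition of the ligand-induced calcium signal above about 50% at the single tested concentration, limit read from the data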
# HCV NS3 hel inh = inhibitors of Hepatitis C virus NS3 helicase. NS3 helicase DNA unwinding, Cy5 molecular beacon fluorescence. inhibition, % at 10.9 µM. 0.56% of 290,000 active;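 active = inhibition above the mean of all tested compounds plus 3 SD, set per campaign, cut at about 35% in these data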;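 also: 0% = DMSO wells and 100% = thioflavine S control wells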
#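 Control set: DMSO versus 110 µM thioflavine S; Material: NS3 helicase fragment of HCV; Measured by: Cy5 fluorescence at 0 and 60 min, beacon hairpin quenching; Read-out basis: percent inhibition from t60/t0 fluorescence ratio; Times: reaction time 60 min, 25 °C; Repeats: single replicate; Compound dosing: single dose, 10.9 µM nominal final, DMSO 0.8% final.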
# IDE inh = cellular human IDE inhibition; P14735; HEK cells, FAbetaB cleavage, fluorescence polarization; inhibition, % at 5.59 µM; 0.41% of 320,000 active;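 active = percent inhibition above the average of all tested compounds plus 3 SD, set per screening campaign, cut at about 16% in these data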;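 also: IDE supplied by intact live HEK cells; FP after avidin binding of uncleaved biotin substrate so inhibition keeps polarization high; 0% = DMSO wells and 100% = 60 µM reference IDE inhibitor Ii1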
# IMP-1 inh = inhibitors of Pseudomonas aeruginosa IMP-1 metallo-beta-lactamase | purified IMP-1, nitrocefin hydrolysis, epi-absorbance fluorescence | inhibition, % at 5.6 µM | 0.45% of 290,000 active | AID 1556;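 active = inhibition above the mean plus 3 SD of all compounds in the same screening run, cut at about 4.5% in these data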;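 also: 0% = IMP-1 with DMSO and 100% = DMSO wells lacking enzyme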
#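 Test system: recombinant IMP-1 enzyme, purified / Medium: HEPES buffer pH 7.1 with ZnSO4 and Brij 35 / Doses: single dose, 5.6 µM / Times: 25 °C, 15 min preincubation, 25 min reaction / Detection: Epi-absorbance via hydrolysed-nitrocefin quenching of white-plate fluorescence, 480/530 nm, EDTA stop / Evaluation: percent inhibition from optical density relative to buffer-blank wells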
# * hit, by the source's call; x = no result given; & = joins results of further samples.
# Start of the data: the first three compounds as a preview:
SMILES,VIM-2 inhibitor,pCIP destab,GalR3 antagonist,IDE act,SUMO HTRF inh,CRFBP-R2 block,HCV NS3 hel inh,IDE inh,IMP-1 inh
CCN(CC)C(=O)C1CCN(Cc2ccc(OCc3ccccc3)c(OC)c2)CC1,-1.0,9,-11,-2,-7,28,-5,1,-2.2
O=C(/C=C/c1ccc(Cl)cc1)Nc1ccc(N2CCOCC2)cc1,-0.4,-8,-5,-4,33,14,0,12,-2.3
CCOC(=O)c1sc2ncn(/N=C/c3ccc(O)c(OC)c3)c(=O)c2c1C,-3.1,-16,0,-3,4,19,11,0,-2.0

# The list itself, previewed entries included:
SMILES,VIM-2 inhibitor,pCIP destab,GalR3 antagonist,IDE act,SUMO HTRF inh,CRFBP-R2 block,HCV NS3 hel inh,IDE inh,IMP-1 inh
CCN(CC)C(=O)C1CCN(Cc2ccc(OCc3ccccc3)c(OC)c2)CC1,-1.0,9,-11,-2,-7,28,-5,1,-2.2
O=C(/C=C/c1ccc(Cl)cc1)Nc1ccc(N2CCOCC2)cc1,-0.4,-8,-5,-4,33,14,0,12,-2.3
CCOC(=O)c1sc2ncn(/N=C/c3ccc(O)c(OC)c3)c(=O)c2c1C,-3.1,-16,0,-3,4,19,11,0,-2.0
COc1ccc(C2=NN(C(C)=O)CC2c2cccc([N+](=O)[O-])c2)cc1 (stereo unspecified),-2.0,2,-5,8,3,4,-3,-3,-2.8
Cc1c[nH]c2cccc(OCC(CNC(C)(C)C)OC(=O)c3ccccc3)c12 (stereo unspecified),0.2,6,-14,1,10,-20,-54,3,0.4
O=C(CCCNC(=O)c1ccc(Cl)cc1)Nc1ncccc1O,-2.8,-14,0,13,-1,4,-2,-2,-2.4
CCCOC1CCCN(C(=O)c2cc(COc3cncc(Cl)c3)on2)C1 (stereo unspecified),0.9,3,-3,6,-5,2,3,x,-0.5
CCC(C)Nc1nc(N)c([N+](=O)[O-])c(NCCO)n1 (stereo unspecified),-3.9,-8,3,2,-4,-10,0,14,-3.9
O=C(c1ccco1)N1CCN(c2ccc([N+](=O)[O-])cc2Cl)CC1,-0.7,0,9,6,-14,-13,2,3,-2.6
OCCC1CN(Cc2ccc3c(c2)CCO3)CCN1C1CCCC1 (stereo unspecified),-3.5,-12,-4,2,10,1,-4,10,-3.4
O=C(Nc1cccc(Br)c1)c1cc(S(=O)(=O)N2CCOCC2)cs1,-4.1,-4,-4,-3,7,3,-10,3,-0.2
Cc1onc(C(=O)Nc2cccnc2Cl)c1[N+](=O)[O-],1.8,2,-3,-1,-4,3,1,-1,0.2
COc1ccc(CN(C)C2c3ccccc3-c3ccccc32)cc1,-1.1,-8,-3,3,8,-45,0,2,-2.4
Cc1cccc(-c2noc(-c3ccoc3C)n2)c1,-0.1,-7,-4,4,6,-12,-6,1,-2.4
COc1ccccc1-c1ccc(/C=C2\C=CC(=O)O2)o1,4.9,-17,-2,x,18,-127,37*,29*,5.4*
CCN(CC(=O)NCc1ccccn1)S(=O)(=O)c1ccc(OC)cc1,0.6,-12,-5,5,10,1,-3,0,-1.6
COc1ccc(CN2C(=O)c3cccnc3C2=O)cc1S(=O)(=O)N1CCOc2ccccc21,-2.9,7,1,0,-11,-20,-4,0,0.4
CCN(CC)C(=O)CC(c1ccc(OC)cc1)c1c(OC)cc(OC)c2ccc(=O)oc12 (stereo unspecified),x,-2,-4,2,17,-1,x,-1,x
O=S(=O)(N/N=C/c1cccc(OC2CSC2)c1)c1ccccc1,-0.3,-6,-5,3,10,1,0,-3,-2.2
COc1cc2c(cc1OC)C(C)N(S(=O)(=O)c1cn(C)cn1)CC2 (stereo unspecified),-1.4,4,-2,x,17,-6,18,13,-1.0
Cc1ccc(NC(=O)N/C=C/c2ccco2)cc1C,-2.2,-11,-3,6,5,-5,28,4,-2.7
CCCCNCc1ccc(SC)cc1,-2.4,-2,1,4,-6,6,-14,0,-2.9
O=C(Nc1nc2ccc([N+](=O)[O-])cc2s1)c1ccncc1,-1.9,-19,0,-3,15,49,5,5,-2.2
COc1cc(CC(=O)OCC(=O)N2CCCCC2C)cc(OC)c1OC (stereo unspecified),-1.6,3,-4,2,5,0,-3,2,-3.1
Cc1nc(C)c(NC(=O)OC(C)C)cc1NC(=O)OC(C)C,-2.7,30,-1,7,-12,-8,7,2,-2.7

# Next section
SMILES,VIM-2 inhibitor,pCIP destab,GalR3 antagonist,IDE act,SUMO HTRF inh,CRFBP-R2 block,HCV NS3 hel inh,IDE inh,IMP-1 inh
N#Cc1c(N)n[nH]c1-c1cc2c([nH]1)CCCC2,-3.3,5,-1,2,17,-26,-4,-2,-2.9
CC(=O)Nc1cccc(OCC(=O)NCCC2=CCCCC2)c1,-1.0,-3,-4,2,0,5,-7,-1,-1.6
Cn1cc(Cl)cc(C(=O)Nc2ccccc2)c1=O,-2.6,-1,-10,-1,11,3,-7,1,-2.8
Cc1ccc(S(=O)(=O)N2c3ccccc3OCC2c2ccccc2)cc1 (stereo unspecified),-1.8,2,-6,3,-8,50*,2,3,-2.6
COC(=O)c1ccc(C(=O)OC)c(NC(=S)N2CCN(C)CC2)c1,-1.4,12,6,-1,-4,-10,3,1,-2.0
CSCCC(NC(=O)COc1ccccc1)C(=O)NCCOc1ccc(C)cc1 (stereo unspecified),-2.9,-13,-1,4,-5,-6,-6,x,-2.6
O=C(CCCc1ccccc1)NCc1ccc2c(c1)OCO2,-1.6,1,-6,1,3,9,-4,x,-3.4
O=C(NC1CCCCC1)C(c1ccccc1F)N(Cc1ccco1)C(=O)c1ccccn1 (stereo unspecified),1.1,-13,-7,0,14,4,4,2,-3.5
O=C(CSc1nc2nccnc2c(=O)n1Cc1cccs1)Nc1ccccc1,-4.0,-3,-5,-2,x,-10,-4,-1,-1.9
O=C(NCC(O)c1ccccc1)c1ccccc1 (stereo unspecified),-2.1,2,4,3,21,-2,-8,-2,0.3
CCc1noc(C)c1C(=O)NNC(=O)COc1ccccc1C,x,x,0,2,x,3,x,3,x
c1ccc(-c2nc3c(ccc4ccccc43)[nH]2)nc1,-1.0,-10,-4,-7,28,-28,-4,6,-1.8
CC1CC(Nc2ccccc2)=CC(=O)O1 (stereo unspecified),-1.9,-10,-1,0,24,0,16,2,-0.7
Cc1oc(-c2cccs2)nc1CN1CC[C@@](O)(c2ccccc2)[C@H]2CCCC[C@@H]21,0.0,-9,-6,2,12,-52,-12,1,-2.2
CC(=O)Nc1ccc(OC(=O)Cc2ccc(Cl)cc2)cc1,-0.7,7,-1,-3,-2,7,2,4,-2.1
COc1ccc(Cl)cc1C(=O)C1CCCN(Cc2cnc(N3CCOCC3)s2)C1 (stereo unspecified),-4.1,-19,-4,3,-2,-22,-11,-1,-1.9
O=[N+]([O-])c1ccc(SCCc2ccncc2)cc1,0.1&-4.1,6&-6,-4&2,-7,15&21,6&6,-7&-3,4&3,-1.6&-4.1
O=[N+]([O-])c1ccc(/C=N/Nc2nc(N3CCCCC3)nc(N3CCCCC3)n2)o1,-6.0,-8,1,3,34,-8,18,-5,-4.2
Cc1ccccc1NC(=O)C(=O)NNC(=O)COc1ccc2ccccc2c1,-3.6,-14,-7,7,-24,16,21,-2,-4.7
O=C(C1CCCN(S(=O)(=O)c2cccc3nsnc23)C1)N1CC=C(c2ccccc2)CC1 (stereo unspecified),-1.3,-20,-1,-5,8,-13,-19,-1,-2.4
O=c1c2ccccc2nc(/C=C/c2c[nH]c3ccccc23)n1-c1ccc([N+](=O)[O-])cc1,-0.5,9,-6,6,-6,-37,-1,-5,-2.0
COc1ccc(Br)cc1/C=N/NC(=O)c1ccco1,-1.9,1,-4,1,-7,1,3,-1,-2.3
COc1ccc(C)cc1NC(=O)CC(NC(C)=O)c1ccccc1 (stereo unspecified),0.9,-17,-8,-4,13,-8,18,4,-1.0
COc1ccc(C(CC(=O)c2ccc(C)cc2)C(C#N)C#N)cc1OC (stereo unspecified),-2.1,3,-6,2,-19,15,-8,12,-3.4
COC(=O)c1c(C)nn(-c2ccccc2)c1-n1cccc1,-2.3,10,3,4,-3,-2,-4,2,-0.8

# The list goes on.
SMILES,VIM-2 inhibitor,pCIP destab,GalR3 antagonist,IDE act,SUMO HTRF inh,CRFBP-R2 block,HCV NS3 hel inh,IDE inh,IMP-1 inh
CCOC(=O)c1cc(-c2ccccc2)sc1NC(=O)COC,-2.2,-6,-3,5,15,-8,1,4,-2.7
O=C(COC(=O)[C@@H]1CCCN1S(=O)(=O)c1ccccc1F)Nc1ccc(OC(F)F)cc1,-1.8,-5,-4,4,1,8,0,2,-1.2
C[C@@H]1CN([C@H](C)CO)C(=O)c2cc(NC(=O)NC3CCCCC3)ccc2O[C@H]1CN(C)S(C)(=O)=O,x,x,-6,2,x,11,x,4,x
CC(=O)Nc1ccc2c(c1)CCCC2,-1.7,3,-4,3,0,2,-12,14,-2.3
CCN(CC)c1ccc(NC(=O)CN2CCN(c3ccc(F)cc3)CC2)cc1,-0.6,8,-5,0,5,12,-8,-3,-3.4
CC(C)OC(=O)CSc1ncnc2c1cnn2-c1ccccc1,-5.1,11,-2,4,-2,5,-8,2,-3.1
CCOc1ccc(C(=O)OCC(=O)Nc2cccc(S(=O)(=O)N3CCCC3)c2)cc1,x,x,7,3,x,0,x,1,x
Fc1ccc(C2=CC(c3ccco3)n3ncnc3N2)cc1 (stereo unspecified),-2.1,2,x,-5,14,-7,1,1,-0.3
CCN(CC)CCCNC(=O)c1cc(-c2ccc(Cl)c(Cl)c2)on1,3.5,-10,x,-4,-2,-16,-27,8,0.4
CCN(CCCNC(=O)CNC(=O)Cn1cnc2ccccc2c1=O)c1cccc(C)c1,0.2,-6,2,-1,16,10,-1,1,-1.2
O=C(CSc1ncc(-c2ccc(F)cc2)n1Cc1ccco1)Nc1nccs1,0.6,0,-5,-4,-4,-20,0,8,-2.0
Cc1cc(Cl)cc(C)c1OCCCCN1CCOCC1,-3.6,-4,-8,4,-4,-8,-8,-10,-1.8
O=C(c1cc2cc([N+](=O)[O-])ccc2s1)N1CCCCC1,0.0,-5,-4,0,2,5,-5,-8,-0.9
CN(C(=O)CSc1nnc(NC2CCCCC2)s1)C1CCS(=O)(=O)C1 (stereo unspecified),-0.2,2,-5,2,3,-11,-7,3,-1.5
CC1(C)CC2CC(C)(CN2C(=O)COC(=O)c2ccc(Cl)c(N)c2)C1 (stereo unspecified),-2.4,6,-8,3,16,6,9,2,-3.9
CCC(=O)c1c[nH]c(C(=O)NCCCn2ccnc2)c1,-0.4,-6,-2,1,6,-14,8,-4,-1.9
Cc1cc(C)cc(N(C(C)C(=O)NC2CCCC2)S(C)(=O)=O)c1 (stereo unspecified),-2.1,-8,-7,6,24,-7,4,6,-2.5
CC(C)n1cc(CN2CCC(n3nccc3NC(=O)CCCc3ccccc3)CC2)cn1,-1.6,2,-2,-4,0,6,-13,x,-3.8
CC1CCCC/C1=N\NC(=S)Nc1cccnc1 (stereo unspecified),-3.3,5,1,3,8,13,0,4,-3.2

# Screening results deposited in PubChem by several laboratories.
